Source: PubChem
Tb PGK inh = inhibitors of T. brucei phosphoglycerate kinase; P07378; PGK/GAPDH coupled, Kinase-Glo luminescence, 60 min; Potency, µM (series often up to 57.5 µM), inactives show top-dose activity change, negative = inhibition, most hits filed as inhibitors; 380,000 compounds, 0.043% hits; AID 602233; further: potency means the concentration at half of the fitted maximal effect; on the % scale 0 is the no-effect control and ±100 the full control effect; nearly all actives have a fitted effect of over 60% in size
Target sequence (P07378 whole entry, looked up): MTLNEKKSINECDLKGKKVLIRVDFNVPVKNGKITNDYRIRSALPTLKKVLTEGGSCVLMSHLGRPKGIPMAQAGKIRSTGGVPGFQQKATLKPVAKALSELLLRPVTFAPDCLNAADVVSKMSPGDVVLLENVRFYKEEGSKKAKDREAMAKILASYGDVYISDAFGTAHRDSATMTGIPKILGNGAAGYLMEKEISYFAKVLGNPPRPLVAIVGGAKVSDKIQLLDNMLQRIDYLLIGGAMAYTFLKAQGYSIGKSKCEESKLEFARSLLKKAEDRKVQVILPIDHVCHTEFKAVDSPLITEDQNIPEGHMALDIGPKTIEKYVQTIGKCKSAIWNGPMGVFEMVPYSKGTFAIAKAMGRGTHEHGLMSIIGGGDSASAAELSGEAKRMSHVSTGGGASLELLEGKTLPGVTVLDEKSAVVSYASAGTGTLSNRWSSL
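Recombinant glycosomal PGK reaction used 1,3-bisphosphoglycerate generated in-well by GAPDH (100nM final) in 100mM TEA pH 7.6, 5mM MgCl2, 0.01% Tween-20. After 60 minutes at room temperature, ATP was read by Kinase-Glo Plus luminescence end-point.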
rTrxR1 inhibitor = inhibitors of rat thioredoxin reductase 1; Potency, µM (top dose mostly 114 µM), for inactives: at the highest dose activity change, negative = inhibition, usual class: inhibitors; 390,000 compounds, 1% hits; O89049; recombinant rTrxR1, NADPH fluorescence consumption, selenite substrate; further: potency means the concentration at half of the fitted maximal effect; on the % scale 0 is the no-effect control and ±100 the full control effect; nearly all actives have a fitted effect of over 65% in size
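Rat TrxR1 (90 nM in the dispensed reagent) was pre-reduced with 400 uM NADPH for 5 min at room temperature, then incubated with compound for 15 min. After 400 uM selenite was added, NADPH fluorescence (Ex 340/Em 450 nm) was followed for 8 min.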
TrxR1 substrate = substrates of rat thioredoxin reductase 1. purified TrxR1 substrate turnover, NADPH consumption readout. Potency, µM (doses to about 114 µM), without a hit: at the highest dose activity change, negative = substrate turnover. 390,000 compounds, 0.01% hits; further: potency means the concentration at half of the fitted maximal effect; on the % scale 0 is the no-effect control and ±100 the full control effect; nearly all actives have a fitted effect of over 50% in size
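Rat TrxR1, dispensed at 90 nM, was prereduced with 400 uM NADPH (final) for 5 min at ~22 deg C, then incubated with compound 15 min before 400 uM selenite. A first-read NADPH fluorescence drop versus no-compound background flagged substrates.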
Pin1 inh = blocks the human prolyl isomerase Pin1 | Q13526 | Pin1 FP peptide displacement, HiFluor488, 10 min | Potency, µM (series often up to 115 µM), without a hit: at the highest dose activity, negative = inhibition, most hits filed as inhibitors | 390,000 compounds, 0.009% hits; active means well fitted inhibition curve with a large enough effect in the polarisation, with a control signal flat, not every such curve was filed as active; inconclusive means small, poorly fitted or top-dose-only effect, or effect the other way, or a change in a side signal; inactive means no such curve, though single readings can be large or run the other way; the % refers to the polarisation; further: potency means the concentration at half of the fitted maximal effect; on the % scale 0 is the no-effect control and ±100 the full control effect
HP1b chromo inh = inhibitors of HP1-beta chromodomain binding to methylated histone tails; P83916; AlphaScreen HP1-beta / biotin-H3K9me3 peptide binding; Potency, µM (titrated, usually from 114 µM), for inactives: at the top dose activity change, negative = inhibition, hits mostly inhibitors; 390,000 compounds, 0.56% hits; AID 540317; further: potency means the concentration at half of the fitted maximal effect; nearly all actives have a fitted effect of over 70% in size; inactives centre near 23
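Compound inhibition of the preformed complex between 50 nM HP1-beta and 50 nM biotinylated H3K9me3 peptide was read by AlphaScreen. Buffer was PBS pH 7.4 with 0.01% Tween-20. Incubations ran 30 min at room temperature, with 10 ug/mL donor/acceptor beads.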
USP1-UAF1 inh = blocks the human USP1/UAF1 deubiquitinase complex; AID 743255; O94782; recombinant USP1/UAF1, Ub-Rhodamine cleavage fluorescence; 390,000 compounds, 0.23% hits; Potency, µM (titrated, usually from 57.1 µM), without a hit: at the top dose activity change, negative = inhibition, usual class: inhibitors; further: potency means the concentration at half of the fitted maximal effect; on the % scale 0 is the no-effect control and ±100 the full control effect; nearly all actives have a fitted effect of over 60% in size; inactives centre near -12
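USP1/UAF1 complex at 1 nM was preincubated with compound for 15 min at room temperature, then Ub-Rho substrate (150nM final) was added. Fluorescence (480/540 nm) was read kinetically, 6 reads every 60 seconds.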
PI4K2A inh = PI4K2A (human) kinase inhibition | activity change, negative = inhibition, % at 76.9 µM | purified PI4K2A, ADP-Glo luminescence, 1 h; active compounds read low | 420,000 compounds, 0.13% hits | Q9BTU6 | AID 1346378; in the data active means activity change below about -50%; inconclusive means mostly about -30% to -49%;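 further: -100% = wells without enzyme as full effect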
Target sequence (Q9BTU6 whole entry, looked up): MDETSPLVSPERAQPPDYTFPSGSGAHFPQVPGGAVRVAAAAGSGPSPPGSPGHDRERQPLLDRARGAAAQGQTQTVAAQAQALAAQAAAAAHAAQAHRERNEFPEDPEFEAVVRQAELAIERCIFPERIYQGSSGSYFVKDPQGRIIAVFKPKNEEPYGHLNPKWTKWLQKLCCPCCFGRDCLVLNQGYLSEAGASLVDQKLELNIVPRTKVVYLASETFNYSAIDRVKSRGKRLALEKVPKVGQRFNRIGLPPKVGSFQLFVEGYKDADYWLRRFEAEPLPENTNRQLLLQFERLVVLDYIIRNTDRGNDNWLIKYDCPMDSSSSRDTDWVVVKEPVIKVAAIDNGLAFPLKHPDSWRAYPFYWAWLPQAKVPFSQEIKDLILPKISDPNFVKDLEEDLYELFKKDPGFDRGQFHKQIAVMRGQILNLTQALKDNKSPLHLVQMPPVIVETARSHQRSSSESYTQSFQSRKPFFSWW
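PI4K2A activity was measured by ADP-Glo luminescence: enzyme (4 ug/mL stock) and phosphatidylinositol (1.2 mM stock) in Tris pH 7.5/MgCl2/EGTA/Triton X-100 buffer were reacted with ATP (300 microM stock) for one hour at ambient temperature.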
GLS inh = blocks human kidney-isoform glutaminase activity | O94925 | Potency, µM (top dose mostly 45.5 µM), without a hit: at the top dose activity change, negative = inhibition, actives largely listed as inhibitors | 410,000 compounds, 0.21% hits | GLS enzymatic activity, qHTS titration; further: potency means the concentration at half of the fitted maximal effect; on the % scale 0 is the no-effect control and ±100 the full control effect
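Assay buffer: 45 mM KH2PO4 pH 8.2, 0.02% Tween-20. hKGA acts on L-glutamine (1 mM solution added); product glutamate is reported by an oxidase/peroxidase Amplex Red coupling, with fluorescence taken at baseline and 30 min.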
IDH1 R132H inh = human IDH1 R132H inhibition. Potency, µM (doses to about 76.6 µM), for inactives: top-dose activity change, negative = inhibition, usual class: inhibitors. IDH1-R132H enzyme, NADPH consumption, diaphorase/resazurin fluorescence. 390,000 compounds, 0.093% hits. AID 602179. O75874; further: potency means the concentration at half of the fitted maximal effect; on the % scale 0 is the no-effect control and ±100 the full control effect; nearly all actives have a fitted effect of over 65% in size
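IDH1-R132H (0.5 ug/mL dispensed) in pH 7.5 Tris buffer was preincubated 30 min with compound, then given a substrate mix of 0.016 mM NADPH and 2 mM alpha-KG for 80 min at room temperature; remaining NADPH was read by diaphorase/resazurin fluorescence.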
* marks the source's active call; other numbers are inactive results; i = inactive; ? = inconclusive; [ ] = another dose, or the depositor's remark. Unless noted, the call rests on the fitted dose curve; in most records, active means well fitted curve in the direction sought with a large enough effect; inconclusive means small, poorly fitted or top-dose-only effect, or another doubt; inactive means no such curve, though single readings can be large; an effect the other way counts as inactive or inconclusive.

Tb PGK inh	rTrxR1 inhibitor	canonical_smiles	TrxR1 substrate	Pin1 inh	HP1b chromo inh	USP1-UAF1 inh	PI4K2A inh	GLS inh	IDH1 R132H inh
6%	-8%	COc1cccc(OC)c1C(=O)Nc1ccc(S(=O)(=O)Nc2nccc(C)n2)cc1	-11%	3%	37%	-19%	2	4%	-15%
-11%	-15%	COc1cccc(OCc2cc(/C=N/Nc3ccc(C(=O)O)cc3)ccc2OC)c1	-1%	?	16%	?	-10	7%	-1%
2%	15%[57.1 µM]	CCCn1c(SCC#N)nc2c(c1=O)C1(CCCC1)Cc1ccccc1-2	-7%	13%	44%	?	3	5%	0%
-8%	-1%	O=C(COC(=O)c1cccc(Oc2ccccc2)c1)NCc1ccco1	-4%	3%	5%	-21%	6	4%	10%
5%	3%[57.1 µM]	O=C(Nc1ccc2sccc2c1)c1cccc(N2C(=O)CCC2=O)c1	9%[57.1 µM]	0%	0%	-10%	2	0%	5%
-4%	-35%	Cc1cc(/C=C2/NC(=O)NC2=O)c(C)n1-c1sc2c(c1C#N)CCCC2	-4%	6%	-15%	0%	1	11%	1%
-6%	5%[57.1 µM]	Cc1cccc(OCC(=O)N/N=C2/SCC(=O)N2Cc2ccco2)c1	-3%	3%	-15%	0%	-5	?	0%
-4%	13%	Cc1ccc(NC(=O)Cn2nnc(C(=O)NCc3cccs3)c2N)c(C)c1	-6%	28%	43%[activator]	-15%	-7	2%	3%
-2%	22%	O=C(COc1ccc(Cl)c(Cl)c1)NC1CCS(=O)(=O)C1 (centres undefined)	9%	-2%	36%	-20%	1	-15%	2%
-1%	13%	FC(F)(F)c1nc2ncc(Cl)cc2[nH]1	-6%	-6%	26%	-10%	-10	0%	4%
-9%	7%	O=C(CSc1nnc2ccc3ccccc3n12)Nc1ccccc1Cl	2%	3%	56%[activator]	-24%	0	6%	14%
0%	0%	CCc1ccc(C(=O)COC(=O)CNC(=O)c2cccs2)cc1	-5%	-1%	6%	0%	-2	1%	-4%
i	2%[57.1 µM]	Cc1ccc(C(=O)Nc2cc([N+](=O)[O-])ccc2C)cc1	-5%	0%	8%	-4%	-24	11%	3%
-9%	?	Brc1ccccc1C1=Nn2c(nnc2-c2ccco2)SC1	0%	-1%	26%	-20%	0	-8%	3%
-3%	20µM*	COc1cc(/C=C2\C(=O)ON=C2c2ccc(Cl)cc2)ccc1O	-1%	2%	?	-15%	-3	27%	-11%
-6%	20%	Cc1ccc(C(C)(c2ccc(N)cc2)c2ccc(N)cc2)cc1	2%	?	?	-24%	6	-10%	0%
-3%	15%	COc1ccc(Br)cc1S(=O)(=O)Nc1cc(-c2cn3ccccc3n2)ccc1C	1%	15%	8%	-1%	-1	15%	40%[activator]
-6%	18%	COc1ccc(N2CCN(C(=O)CCN3C(=O)C4C5C=CC(C5)C4C3=O)CC2)cc1 (centres undefined)	2%	5%	31%	-22%	0	22%	-6%
i	-3%	COc1cc(Cn2cnnn2)ccc1O	3%	-3%	22%	-15%	-1	35%	0%
-3%	-3%	Cc1cccc(OCCN2CCOCC2)c1C	1%	1%	36%	-18%	-1	0%	-3%
-5%	19%	CC1(C)CC(=O)C=C(CN2C(=O)c3ccccc3C2=O)C1=O	3%	-3%	40%[activator]	?	-1	1%	4%
-2%	-1%[11.4 µM]	O=C(O)CC1CCC1CC(=O)O (centres undefined)	1%[11.4 µM]	-7%	16%	-1%	0	8%	5%
-9%	10%	O=S(=O)(c1ccc(-c2ccon2)s1)N1CCN(c2ccccn2)CC1	0%	10%	26%	-23%	-2	0%	-12%
19%	-63%	COc1ccc(-c2nc(/C=C3\C(C)=Nc4ccccc43)c(O)o2)cc1	-1%[57.1 µM]	?	-22%	?	-4	-2%	3%
-8%	-3%	O=C(/C=C/c1ccccc1)NC1CCS(=O)(=O)C1 (centres undefined)	1%	5%	23%	-12%	4	-3%	-4%
0%	11%	CCCCSc1nc2ccc(Nc3nc(N4CCOCC4)nc(N4CCOCC4)n3)cc2s1	-2%	?	29%	-2%	-13	11%	-6%
-4%	4%[57.1 µM]	NS(=O)(=O)c1ccc(S(=O)(=O)c2ccccc2)nc1	2%[57.1 µM]	-3%	28%	-15%	1	-6%	2%
-3%	19%[57.1 µM]	COc1cc(OC)cc(-c2nc(=S)n3ccsc3n2)c1	-5%	8%	27%	-7%	-1	6%	5%
1%	-6%[57.1 µM]	CC(C)NC(=O)NC(=O)COC(=O)c1ccc(F)cc1F	7%[57.1 µM]	5%	45%	2%	7	5%	0%
-6%	3%	O=c1ccnc(Nc2ccc([N+](=O)[O-])cc2)[nH]1	-3%	-7%	-2%	-7%	3	8%	14%
4%	-31%	O=C(CC1C(=O)NCCN1CC(c1ccccc1)c1ccccc1)NCC1CCOCC1 (centres undefined)	-1%	?	37%	-15%	3	-1%	2%
-2%	22%	CCn1c(C)c(C)c2cc(C(=O)NCCCN3CCN(C)CC3)ccc21	11%	6%	-6%	-7%	-7	11%	-8%
-8%	16%	Cn1c(=O)n(C)c2cc(NC(=O)c3ccccc3[N+](=O)[O-])c(Br)cc21	-1%	4%	45%[activator]	-17%	1	-1%	-5%
-3%	15%	CCOc1ccc(CNC(=O)c2ccc(NC(=O)C3=CSCCO3)cc2)cc1	-5%	11%	36%	-15%	-7	-12%	-8%
-1%	-12%	CN(CCC#N)C(=O)COC(=O)/C=C/c1ccc2c(c1)OCO2	1%	-9%	0%	-6%	0	0%	-5%
-13%	-2%	COC(=O)CN(c1cc(OC)ccc1OC)S(=O)(=O)c1ccc(OC)c(OC)c1	-2%	-3%	47%[activator]	-10%	-5	3%	2%
-7%	4%	CCN(CC)C(=O)CN1C(=O)C2CC=C(Cl)CC2C1=O (centres undefined)	-4%	?	33%	-11%	0	1%	3%
i	17%[57.1 µM]	Cc1ccc(C)c(/C=N/n2cc(-c3ccccc3)[nH]c2=S)c1	-5%[57.1 µM]	0%	0%	-7%	-2	?	5%
-2%	34%	CCOc1ccc(CCNC(=O)c2ccc(-c3nc(CSc4ccc(C)cc4)c(C)o3)cc2)cc1	9%	-1%	41%[activator]	-10%	1	-8%	-16%
4%	11%	Cc1cccc(NC(=O)Cn2c(=O)n(Cc3ccccc3)c(=O)c3sc4ccccc4c32)c1	3%	2%	15%	-5%	-3	-8%	-15%
3%	17%[57.1 µM]	O=C(Nc1ccccc1)c1ccc(NCCN2C(=O)CCC2=O)c([N+](=O)[O-])c1	-1%	3%	15%	8%	2	-14%	7%
-7%	-8%	O=C1CCc2cc(S(=O)(=O)NC(Cc3ccccc3)C(=O)NCC3CCCO3)ccc2N1 (centres undefined)	-10%	-16%	34%	3%	-3	7%	-10%
0%	6%	CN(C)c1ccc(NC(=O)Nc2cccc(Cl)c2)cc1	4%	-3%	-31%	-9%	-5	53%[activator]	1%
i	?	COc1cccc2cc(/C(C)=N/Nc3nc(-c4cc(C)ccc4C)cs3)c(=O)oc12	-4%	0%	57%[activator]	-23%	-10	6%	7%
i	11%	Cc1ccc(S(=O)(=O)N2CCN(C(=O)COC(=O)c3cccc(Cl)c3)CC2)c(C)c1	-2%	14%	48%[activator]	-27%	-1	-1%	2%
i	7%	CC(NC(=O)c1ccco1)C(c1cccs1)N1CCN(c2ccc(F)cc2)CC1 (centres undefined)	2%	2%	-15%	-14%	0	0%	-1%
i	19%	CCOC(=O)c1cc(C(C)(C)C)n(CCCN2CCOCC2)c1C	6%	4%	26%	-15%	-2	-4%	10%
i	26%[57.1 µM]	Cc1cccc(-n2ncc3c(Nc4ccc(Oc5ccc(Cl)cc5)cc4)ncnc32)c1	6%[57.1 µM]	20%	37%	?	6	10%	8%
2%	2%	COc1ccc(-c2cc(-c3cccs3)c(C#N)c(SCC(=O)NCc3ccccc3OC)n2)cc1	57%[activator]	1%	29%	-20%	-3	4%	-4%
-8%	12%[57.1 µM]	CC(C)(Oc1ccc(Cl)cc1)C(=O)NCc1n[nH]c(=O)c2ccccc12	7%[57.1 µM]	-3%	42%[activator]	-17%	0	-8%	-9%

Filtered by structure: those above with a COOH group
Tb PGK inh	rTrxR1 inhibitor	canonical_smiles	TrxR1 substrate	Pin1 inh	HP1b chromo inh	USP1-UAF1 inh	PI4K2A inh	GLS inh	IDH1 R132H inh
-11%	-15%	COc1cccc(OCc2cc(/C=N/Nc3ccc(C(=O)O)cc3)ccc2OC)c1	-1%	?	16%	?	-10	7%	-1%
-2%	-1%[11.4 µM]	O=C(O)CC1CCC1CC(=O)O (centres undefined)	1%[11.4 µM]	-7%	16%	-1%	0	8%	5%

An excerpt; count on the stated rates, not on these rows.
